Screening data as filed in PubChem BioAssay.
UDG counter = blocks uracil-DNA glycosylase in AID counter-screen. Potency, µM (top dose mostly 115 µM), inactives show top-dose activity change, negative = inhibition, actives largely listed as inhibitors. AID 1347430. 0.14% of 91,000 active. FRET deamination/UDG coupled assay, UDG read, 4 h; further: nearly all actives have a fitted effect of over 65% in size
AID inhibitor = blocks human AID cytidine deaminase activity | Q9GZX7 | AID deamination FRET fluorescence, UDG-coupled, 4 h | Potency, µM (titrated, usually from 115 µM), without a hit: at the top dose activity change, negative = inhibition, hits mostly inhibitors | 0.32% of 91,000 active | AID 1347428; further: nearly all actives have a fitted effect of over 25% in size
Target sequence (Q9GZX7 whole entry, looked up): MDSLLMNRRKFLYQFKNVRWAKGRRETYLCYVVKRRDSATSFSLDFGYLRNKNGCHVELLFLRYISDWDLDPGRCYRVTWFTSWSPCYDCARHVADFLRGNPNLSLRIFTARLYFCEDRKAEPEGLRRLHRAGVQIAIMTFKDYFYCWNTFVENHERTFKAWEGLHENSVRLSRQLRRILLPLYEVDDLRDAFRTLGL
* = called active by the depositor; ? = inconclusive; [ ] = dose if it differs, or a comment. The call rests on the fitted dose curve; in most records, active means well fitted curve in the direction sought with a large enough effect; inconclusive means small, poorly fitted or top-dose-only effect, or another doubt; inactive means no such curve, though single readings can be large; an effect the other way counts as inactive or inconclusive. On the % scale 0 is the no-effect control and ±100 the full control effect; potency means the concentration at half of the fitted maximal effect. A portion of the library; count on the stated rates, not on these rows.

SMILES | UDG counter | AID inhibitor
Cc1cccc(-c2noc(CN(C(=O)c3ccccc3Cl)C(C)C)n2)c1 | -7.6% | ?
CCn1c2ccccc2c2nnc(SCCN3CCCCC3)nc21 | 2.0%[57.5 µM] | -19.4%
Cc1cc(C(C)(C)C)cc(C)c1CCNC(=O)c1n[nH]c(=O)c2ccccc12 | -5.0% | -0.3%
Nc1nc(SCC(=O)Nc2cccc(C(F)(F)F)c2)n[nH]1 | -5.5%[57.5 µM] | 1.7%[57.5 µM]
Cc1oc2ncn(CC(C)C)c(=O)c2c1C(=O)Nc1cccc(C(F)(F)F)c1 | -15.5% | 2.0%
O=C(Nc1c[nH]ccc1=O)c1cc(-c2ccccc2)nc2ccccc12 | -6.1% | -9.4%
CC(C)(C)c1[nH]c2c(F)cccc2c1C=O | 0.2% | -2.3%
Cc1cccc(C(=O)Nc2ccc(-c3nc4ccccc4s3)cc2Cl)c1 | 7.7% | -4.6%
CC1CCCCC1NC(=O)CS(=O)Cc1coc(-c2ccc(F)cc2)n1 (stereo not drawn) | 11.8% | 6.5%
Cc1ccc2nc(/C(C#N)=C/c3ccc(-c4ccc(C)c(Cl)c4)o3)[nH]c2c1 | -1.7% | 0.8%
CC(=O)Nc1cccc(NC(=O)CSc2nccn2Cc2ccc3c(c2)OCO3)c1 | 4.1% | 3.5%
Cc1ccc(CC(=O)N(C)CC(=O)Nc2ccccc2C(F)(F)F)cc1 | -2.6% | -2.2%
Cn1c(=O)c(=O)n(C)c2cc(S(=O)(=O)N3CCN(c4ccc(F)cc4)CC3)ccc21 | -13.5% | 7.1%
C=C(C)CC1C(Br)=CCC[N+]1(C)C (stereo not drawn) | 6.3% | 2.5%
O=C(CN1CCC(C(=O)N2CCOCC2)CC1)N1CCN(c2ccccc2)CC1 | -5.3% | -5.3%
CCc1ccc(-c2nc3c(c(=O)[nH]c(=O)n3Cc3ccccc3)n2CC2CCCO2)cc1 (stereo not drawn) | -0.9% | -11.1%
Cc1ccc(-c2cc(C(=O)NCc3ccco3)c3ccccc3n2)s1 | -11.4% | -11.2%
Cc1ccc(NC(=O)CCc2ncc(-c3ccccc3)o2)cc1 | -0.9% | -1.4%
CC(=O)c1ccc(OCc2ccc3c(c2)OCO3)cc1 | -3.7% | -10.1%
CCN1C(=O)c2ccccc2S(=O)(=O)c2ccc(C(=O)NCc3ccccc3)cc21 | 1.5% | -26.4%
CCc1ccc(NC(=O)N(Cc2c[nH]c3ccccc23)C2CCCCC2)cc1 | -4.4% | 11.9%
CCc1ccc(C(=O)c2cnc3ccc(F)cc3c2S(=O)(=O)c2ccccc2)cc1 | -5.4% | ?
C=CCN1C(=O)COc2ccc(NC(=O)c3cc(=O)c4cccc(C)c4o3)cc21 | 7.1% | 4.0%
CCOC(=O)c1ccccc1NC(=O)Cn1c(=O)n(-c2ccc(CC)cc2)c(=O)c2c(C)c(C(=O)N(C)C)sc21 | -11.9% | -6.2%
Cc1ccc(C(=O)N(CC#N)C2CC2)s1 | 2.3% | -11.1%
O=C(Nc1cccc(-c2nc3ccccc3o2)c1)c1cc([N+](=O)[O-])ccc1N1CCOCC1 | -15.4% | ?
Cc1ccc2oc(=O)cc(CN(Cc3ccccc3)Cc3ccco3)c2c1 | -10.1% | -7.5%
COCC(C)n1c(COc2ccccc2F)nnc1SCC(=O)OC(C)(C)C (stereo not drawn) | 3.6% | 2.4%
O=C(CN1CCN(CC(=O)Nc2ccc(F)cc2)CC1)NCCc1c[nH]c2ccccc12 | -0.6% | -8.0%
Cc1csc(SCc2cc(Cl)c3c(c2)OCCO3)n1 | -5.5% | -12.8%
Cc1cccc(C)c1NC(=O)Cn1nnc(C(=O)Nc2c(C)cccc2C)c1N | 6.4% | 2.6%
COc1ccc2cc(CNC3CCCc4ccccc43)ccc2c1 (stereo not drawn) | -1.8% | -9.5%
COc1ccc(OC)c(CCNC(=O)Cn2ncc3c([nH]c4ccccc43)c2=O)c1 | -9.4%[57.5 µM] | 5.4%
Cc1cccc(N2CCN(C(=O)CN3C(=O)COc4ccc(S(=O)(=O)N5CCCCCC5)cc43)CC2)c1C | -1.6% | 0.9%
CCCCNC(=O)CSc1nc2cc3c(cc2c(=O)n1CCCCCC(=O)NCCc1ccc(OC)c(OC)c1)OCO3 | 3.2% | 6.7%
Cc1ccccc1CSc1cn(CC(=O)N2CCCC2)c2ccccc12 | -5.4% | 50.4%[activator]

Complete entries, quoted from the list. Screens in order: UDG counter, AID inhibitor
Cc1ccc2oc(=O)cc(CN(Cc3ccccc3)Cc3ccco3)c2c1 across the screens: -10.1%, -7.5%
Cc1cccc(C)c1NC(=O)Cn1nnc(C(=O)Nc2c(C)cccc2C)c1N across the screens: 6.4%, 2.6%

Other compounds.
SMILES | UDG counter | AID inhibitor
Cc1cc2ccccc2n1CCNC(=O)c1cccc(Br)c1 | -6.1% | -23.9%
CCc1nnc2c(N3CCN(c4cccc(C)c4)C(C)C3)nc3ccccc3n12 (stereo not drawn) | 31.6%[activator] | ?
COc1ccc(CN(C(=O)c2cc3ccccc3oc2=O)C2CCS(=O)(=O)C2)cc1OC (stereo not drawn) | 1.5% | -7.0%
Cc1ccc(C(=O)NCc2ccccc2)cc1NC(=O)c1nsc2ccccc12 | 1.9% | 5.1%
COc1ccc(C2=NC(C)(C)N(CC(=O)Nc3cccc(C)c3)C2=O)cc1 | -9.2% | 2.5%
CCc1cccc(CC)c1NC(=O)Cn1nc(C(=O)O)c2ccccc2c1=O | -2.4% | -4.1%
CC(NCc1ccc(C(C)(C)C)cc1)c1ccc(S(C)(=O)=O)cc1 (stereo not drawn) | -5.0% | -9.5%
CC(C)c1ccc2oc(-c3ccc(NC(=O)c4cc5ccccc5o4)cc3)nc2c1 | 8.1% | 9.9%
COCCN1C(=O)C(=O)/C(=C(/O)c2ccc3c(c2)OCCO3)C12C(=O)N(C)c1ccccc12 (stereo not drawn) | -3.2% | 2.9%
COc1ccc(-c2cn3nc(N4CCCC(C(=O)Nc5cc(C)ccc5C)C4)sc3n2)cc1 (stereo not drawn) | 28.1% | -21.7%
COC(=O)C1=C(C)N(c2ccccc2)C(=O)CC1C(=O)Nc1cc(OC)c(OC)c(OC)c1 (stereo not drawn) | -1.3% | 0.4%
O=S(=O)(c1ccc(-c2csc(=Nc3ccc(OC(F)(F)Cl)cc3)n2CCCO)cc1)N1CCCC1 | -3.3% | ?

Pulled by structure from the entries so far, four records:
SMILES | UDG counter | AID inhibitor
CCN1C(=O)c2ccccc2S(=O)(=O)c2ccc(C(=O)NCc3ccccc3)cc21 | 1.5% | -26.4%
COc1ccc2cc(CNC3CCCc4ccccc43)ccc2c1 (stereo not drawn) | -1.8% | -9.5%
CC(C)c1ccc2oc(-c3ccc(NC(=O)c4cc5ccccc5o4)cc3)nc2c1 | 8.1% | 9.9%
CCCCNC(=O)CSc1nc2cc3c(cc2c(=O)n1CCCCCC(=O)NCCc1ccc(OC)c(OC)c1)OCO3 | 3.2% | 6.7%

5 of the compounds above, as tab-separated lines:
mol	UDG counter	AID inhibitor
Cc1oc2ncn(CC(C)C)c(=O)c2c1C(=O)Nc1cccc(C(F)(F)F)c1	-15.5%	2.0%
Cc1cccc(C(=O)Nc2ccc(-c3nc4ccccc4s3)cc2Cl)c1	7.7%	-4.6%
CCc1ccc(C(=O)c2cnc3ccc(F)cc3c2S(=O)(=O)c2ccccc2)cc1	-5.4%	?
CCOC(=O)c1ccccc1NC(=O)Cn1c(=O)n(-c2ccc(CC)cc2)c(=O)c2c(C)c(C(=O)N(C)C)sc21	-11.9%	-6.2%
Cc1ccc(-c2cc(C(=O)NCc3ccco3)c3ccccc3n2)s1	-11.4%	-11.2%

(further entries)
SMILES | UDG counter | AID inhibitor
CC(C)(C)C(=O)NCCc1ccsc1 | -16.1% | -16.6%
CCOc1ccc(Cn2c(=O)c3sccc3n(CC(=O)NCc3ccccc3Cl)c2=O)cc1 | -8.4% | -1.2%
COc1ccc(-c2nc3ccc(C)cn3c2Nc2ccc3c(c2)OCO3)cc1 | 3.2% | 48.2%[activator]
C=CCC1(CC=C)CNCCN1 | -3.7% | 44.6%[activator]
CCOc1ccccc1NC(=O)Cn1c(=O)n(CCCC(=O)NCc2ccc(C)cc2)c(=O)c2ccccc21 | -2.2% | 28.3%
CCn1cc(C(=O)N2CCN(c3ccc(F)cc3)CC2)c(=O)c2cc(S(=O)(=O)N3CCOCC3)ccc21 | -12.8% | -7.0%
Cc1ccc([N+](=O)[O-])cc1N=Cc1ccc(C#Cc2ccccc2)cc1 | -10.4% | -19.3%
CCN(c1ccc(OC)cc1)S(=O)(=O)c1c(C(=O)N2CCCCCC2)c(C)n(C)c1C | 2.1% | -11.3%
Cn1nnnc1SCCNCc1ccc(OCc2ccc(Cl)cc2)cc1 | -6.1% | ?
CC(NS(=O)(=O)Cc1ccc(F)cc1)c1cccnc1 (stereo not drawn) | 5.7% | -2.2%
Cc1cn2c(=O)cc(COC(=O)COc3ccccc3C)nc2s1 | 5.9% | 22.7%
CCc1cccc(NC(=O)CN(c2ccc(C)c(C)c2)S(=O)(=O)c2ccsc2C(=O)OC)c1 | 14.4% | 89.1%[activator]
Cc1cccc(N(CC(=O)Nc2c(C)cccc2C)S(C)(=O)=O)c1C | -6.7% | 2.5%
Cc1ccccc1CSc1nc2cccnc2n1Cc1ccc(C(=O)NC2CC2)cc1 | 9.9%[57.5 µM] | 11.6%
CC(C)OC(=O)C(C)Oc1ccc2c(=O)c(Oc3ccccc3Br)coc2c1 (stereo not drawn) | 2.9% | -6.4%
O=C(COc1ccccc1)N(Cc1cccnc1)c1nc2ccc(Cl)cc2s1 | 6.0% | -4.4%
COc1ccc2c(CN3CCC(CO)CC3)cc(=O)oc2c1 | -6.0% | -0.5%
Cc1ccc(C(=O)c2ccccc2C(=O)OC/C=C/c2ccccc2)cc1C | -0.7% | -3.7%
Cc1nc2cc(C(=O)O)ccc2n1-c1ccc(C(C)C)cc1 | 26.0% | 12.7%
CC(=O)Nc1ccc(NC(=O)c2cc(-c3ccccn3)nc3ccccc23)cc1 | ? | -18.2%
O=C1CCCC2=C1C(c1cccnc1)C1=C(CCCC1=O)N2 | -9.1% | -4.3%
COc1cc2c(cc1OC)n(CC(=O)c1cc(C)ccc1C)c(=O)n1nc(CCn3nc(C)cc3C)nc21 | 7.2% | -1.5%
Cn1c(NCCCO)nc2c1c(=O)n(Cc1cccc(F)c1)c(=O)n2C | -6.4%[57.5 µM] | 21.2%[57.5 µM]
CCOc1ccc2c(c1)C(NC(C)=O)C(=O)N2CCOc1ccccc1 (stereo not drawn) | -8.0% | -3.1%
O=C(CN1CCN(c2ccccc2)CC1)Nc1cccc2ncccc12 | -2.6% | 25.1%
Cc1cc2c(=O)c(C(=O)c3ccncc3)cn(CC(=O)Nc3cccc(C)c3C)c2cc1C | 1.3% | 23.4%
O=C(O)/C=C/c1ccc(SC(F)F)cc1 | -4.7% | -14.4%
O=C1c2ccccc2NC2(CCSC2)N1c1ccc2c(c1)OCO2 (stereo not drawn) | -7.2% | -5.1%
O=C(Cn1cc(S(=O)(=O)Cc2ccccc2Cl)c2ccccc21)Nc1ccc(F)cc1F | -26.0% | 24.0%
COc1cccc(-c2csc(-c3c(N)c(C(=O)c4ccc5c(c4)OCO5)n4ccccc34)n2)c1 | -16.3% | -13.8%
CCOc1ccc(S(=O)(=O)Nc2ccc3oc(C)c(C(=O)OCCOC)c3c2)cc1 | 6.1% | -4.6%
N#C/C(=C/C=C/c1ccccc1)C(=O)Nc1ccccc1Oc1ccccc1 | 6.9% | -4.5%
COc1ccc(S(=O)(=O)N(CC(=O)NCc2ccccc2)c2ccc(C)cc2)cc1OC | -7.9% | -5.4%
COc1ccc(CNC(=O)Cc2coc3ccc(C(C)C)cc23)cc1 | ? | ?
CCc1ccc(/C=C/C(=O)c2ccc(O)c(CCCl)c2)cc1 | -15.0% | -11.2%
CCCCCc1ccc(-c2ccc(/C=C/C#N)cc2)nc1 | 1.0% | -11.4%
COc1ccccc1NC(=O)c1nc(SCc2ccc(F)cc2)ncc1Cl | 9.0% | 5.2%
COc1cccc(NC(=O)CSC2=Nc3ccccc3C3=NC(CC(=O)NCc4ccc5c(c4)OCO5)C(=O)N23)c1 (stereo not drawn) | -14.4% | -25.2%
COCCCn1c(CCn2cc(Cl)cn2)n[nH]c1=S | 2.5% | 1.3%
COc1ccc(-c2noc(COc3cc(C)ccc3C)n2)cc1OC | -11.9% | -24.5%
CCc1cccc2c(C(=O)O)cc(-c3ccccc3C)nc12 | -7.3% | -9.6%
O=C(c1ccc2c(c1)N(Cc1ccc(Cl)cc1)C(=O)c1ccccc1S2(=O)=O)N1CCOCC1 | -10.8% | -5.1%
CCCN(c1ccc(OCC)cc1)c1nc(C(=O)OCC)nc2ccccc12 | ? | ?
O=C(c1cc(F)c(F)c(F)c1F)N(C1CCCCC1)C1CCCCC1 | 4.7% | 0.7%
CCCCn1cnc2c1c(=O)n(CC(=O)NC1CC1)c(=O)n2CCC | -15.4% | -15.1%
CCOC(=O)c1c(S(=O)(=O)N2CCC(C(=O)Nc3cccc(C#N)c3)CC2)c(C)n(C)c1C | 0.0% | -12.5%
CN1CCN(C(=O)CN(Cc2ccc(Cl)c(Cl)c2)S(=O)(=O)c2ccccc2)CC1 | -15.8% | -20.1%
Cc1[nH]c2ccccc2c1C(=O)C(=O)NCCNC(=O)C1CCCC1 | 6.3% | 1.8%
O=C(Nc1ccc2nc(SCc3ccc(I)cc3)sc2c1)C1CCCCC1 | -5.0% | -0.2%
O=C1C(=O)N(C2CCN(S(=O)(=O)c3ccc(F)cc3)CC2)CCN1Cc1ccccc1 | 21.4% | 1.1%
O=C(Cc1ccc(NC(=O)N2CCSc3ncccc32)cc1)NCc1ccccc1 | -6.6% | -8.0%
O=C(COC(=O)c1ccc2c(c1)NC(=O)CS2)NCc1ccccc1 | 3.6% | 5.5%
COc1ccc(NC(=O)CSc2nc3ccccc3n2CC(=O)N(C)C2CCCCC2)cc1 | -14.9% | -14.9%
